mIAP inh – blocks mouse intestinal alkaline phosphatase; purified mouse IAP, CDP-Star luminescence, 30 min; inhibition, % at 10 µM; actives 0.2% (n = 330,000);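 active means inhibition of at least 40% at 10 µM in the primary screen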;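 further: plate controls were DMSO with enzyme for no effect and no enzyme wells for full effect; values of inactives mirror those of a sister screen read the other way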
MIN6 prolif – MIN6 beta-cell proliferation induction. proliferation, % at 10 µM. actives 0.29% (n = 330,000). MIN6 cells proliferation, ATPlite luminescence, 48 h; cells starved in 0.2% serum; 100% = growth in 10% serum. AID 2380;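 active means compounds whose signal lies at least 3.5 SD above the mean of all wells on their plate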;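 further: 0% = DMSO-treated cells in low-serum medium and 100% = 10% serum control; some compounds called inactive have numbers as strong as hits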
hIAP activ – human IAP activation; P09923; purified human IAP, CDP-Star luminescence, 30 min; hits give high values; 1 = vehicle-only enzyme, 0 = enzyme-free background; activation factor at 10 µM; actives 0.16% (n = 330,000); AID 2524;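 active means activation factor of the enzyme at least 2-fold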; further: the source names both 10 and 20 µM as test concentration; values of inactives mirror those of a sister screen read the other way
SENP1 inh – blocks the human SENP1 SUMO protease catalytic domain | AID 624204 | Q9P0U3 | actives 0.21% (n = 360,000) | inhibition, % at 10 µM | recombinant SENP1 catalytic domain, CyPet-SUMO1-YPet FRET cleavage;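 active means inhibition at least 30% at 10 µM, raw YFP signal under a set limit, fluorescence ratio 0.5 to 1.5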;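 further: 0% = enzyme with DMSO and 100% = no enzyme wells; some results filed as inactive read as strong as hits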
Target sequence (Q9P0U3 419-644 limits assumed): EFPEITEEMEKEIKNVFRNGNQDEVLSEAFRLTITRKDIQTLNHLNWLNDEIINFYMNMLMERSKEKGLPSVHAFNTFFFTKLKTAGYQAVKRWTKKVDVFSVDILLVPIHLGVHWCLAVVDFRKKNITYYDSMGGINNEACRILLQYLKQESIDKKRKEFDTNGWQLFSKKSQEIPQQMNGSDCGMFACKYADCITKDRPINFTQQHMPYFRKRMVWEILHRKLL
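Test system: recombinant human SENP1 catalytic domain, His6-tagged / Medium: pH 8 Tris buffer with EDTA, NaCl, BME, BSA, NP40, catalase / Also added: SUMO1 FRET substrate flanked by Cypet and Ypet, 25 nM / Times: 50 min reaction at room temperature / Signal: FRET, CFP and YFP emission / Control set: no-enzyme low control and enzyme-plus-DMSO high control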
mIAP activ – increases mouse intestinal alkaline phosphatase activity; actives 0.24% (n = 330,000); muIAP, CDP-Star luminescence, 30 min; hits give high values; 1 = vehicle-only enzyme signal, 0 = enzyme-free wells; activation factor at 10 µM;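 active means activation factor of at least 2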; further: the source names both 10 and 20 µM as test concentration; values of inactives mirror those of a sister screen read the other way
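Assay system: mouse IAP enzyme; reagent: chemiluminescent substrate CDP-Star; dosing: test compounds delivered from DMSO solution; schedule: 30 min at room temperature; measured by: luminescence from enzymatic CDP-Star hydrolysis; controls: DMSO-only wells and no-enzyme negative control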
NLRP3 yeast inh – inhibitors of NALP3 inflammasome in yeast. actives 0.39% (n = 330,000). inhibition, % at 10 µM. AID 2825. Yeast reconstituted NLRP3/ASC/caspase-1, beta-gal luminescence, 24 h;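 active means inhibition of 50% or more; inactive means inhibition below 50%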;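 further: plate controls were induced DMSO wells for no effect and uninduced yeast grown without galactose for full effect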
APOBEC3A inh – inhibitors of human APOBEC3A DNA deaminase; P31941; actives 0.41% (n = 330,000); recombinant A3A, FAM/TAMRA ssDNA deamination fluorescence; inhibition, % at 20 µM;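 active means at least 40% inhibition at 20 µM here, with at most 30% in a related deaminase screen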;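 further: plate controls were A3A with DMSO for no effect and wells lacking A3A enzyme for full effect; some results filed as inactive read as strong as hits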
Target sequence (P31941 whole entry, looked up): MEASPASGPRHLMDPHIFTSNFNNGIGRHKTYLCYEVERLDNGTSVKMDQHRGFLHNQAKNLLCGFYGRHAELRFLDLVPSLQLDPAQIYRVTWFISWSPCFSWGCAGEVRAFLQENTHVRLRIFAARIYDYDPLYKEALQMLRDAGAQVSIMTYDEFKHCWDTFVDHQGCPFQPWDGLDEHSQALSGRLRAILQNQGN
hIAP block – human IAP inhibition | purified IAP, CDP-Star luminescence, 30 min | inhibition, % at 10 µM | actives 0.12% (n = 330,000) | AID 2544;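 active means inhibition reaching a set limit with compound at 10 µM in the primary screen, cut at about 35% in these data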;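 further: plate controls were DMSO wells with enzyme for no effect and no-enzyme buffer wells for full effect; values of inactives mirror those of a sister screen read the other way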
APOBEC3G inh – APOBEC3G (human) deaminase inhibition; Q9HC16; recombinant A3G, ssDNA deamination FAM/TAMRA fluorescence; inhibition, % at 20 µM; actives 0.28% (n = 330,000);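 active means inhibition of at least 40% at 20 µM, with no more than 30% in the related APOBEC3A deaminase screen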;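 further: plate controls were DMSO wells with A3G for no effect and wells lacking A3G enzyme for full effect; some compounds called inactive have numbers as strong as hits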
Target sequence (Q9HC16 whole entry, looked up): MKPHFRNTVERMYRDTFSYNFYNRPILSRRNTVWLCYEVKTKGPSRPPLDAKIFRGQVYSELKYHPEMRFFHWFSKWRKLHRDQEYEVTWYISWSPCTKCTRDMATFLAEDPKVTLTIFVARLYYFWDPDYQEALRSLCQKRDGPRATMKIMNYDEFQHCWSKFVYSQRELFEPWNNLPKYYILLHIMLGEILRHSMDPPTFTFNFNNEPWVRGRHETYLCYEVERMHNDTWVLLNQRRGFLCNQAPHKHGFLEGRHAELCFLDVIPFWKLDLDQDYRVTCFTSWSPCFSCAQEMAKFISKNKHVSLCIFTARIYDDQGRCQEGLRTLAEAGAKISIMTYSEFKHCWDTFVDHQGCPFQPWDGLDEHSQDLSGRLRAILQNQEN
Active calls of the source: *. This is a subset; the hit share may differ from the screen's.

SMILES	mIAP inh	MIN6 prolif	hIAP activ	SENP1 inh	mIAP activ	NLRP3 yeast inh	APOBEC3A inh	hIAP block	APOBEC3G inh
COc1ccc2cc(C(=O)C3CCCN(C(=O)c4csnn4)C3)ccc2c1 (configuration not stated)	-5	-2	0.98	-1	1	-5	-3	2	-2
c1ccc(CSc2ccc3nnc(-c4ccccn4)n3n2)cc1	-2	1	1.1	-2	1	13	-2	-8	-4
O=C(CN(CC1CCCO1)C(=O)CNS(=O)(=O)c1ccccc1)NCc1ccco1 (configuration not stated)	3	-3	1.1	3	0.97	22	1	-8	-6
N#C/C(=C\c1cc(Br)ccc1F)C(=O)NC1CC1	-3	-6	1.2	3	1	15	-2	-25	-7
CNC(=S)N(CCc1c(C)[nH]c2ccccc12)Cc1cc(OC)c(OC)c(OC)c1	-6	-2	0.94	3	1.1	9	0	6	-10
N#C/C(C(=O)NCc1ccco1)=C1/SC(Cc2ccc(F)cc2)C(=O)N1c1ccccc1 (configuration not stated)	4	-3	0.78	-1	0.96	19	3	22	-3
Cc1nc(N)c(C#N)c(-c2ccccc2Cl)c1C	-1	-2	0.91	4	1	30	0	9	-4
COc1ccccc1CCNC(=O)C(=O)NCC1OCCN1S(=O)(=O)c1ccc(Cl)cc1 (configuration not stated)	4	-4	0.87	-1	0.96	1	-4	13	-10
O=C(C1CCN(Cc2ccc(F)cc2)CC1)N1CCN(C/C=C/c2ccccc2)CC1	5	-3	0.88	2	0.95	25	-2	12	-5
CN1C(=O)N(c2cccc3ccccc23)C(n2cncn2)C1(C)C (configuration not stated)	7	0	1.4	-1	0.93	5	-3	-44	-5
Cc1ccc2c(c1)nnn2C1CCN(CC(=O)N2CCN(c3ccc(F)cc3)CC2)CC1	-10	-1	1.2	2	1.1	17	-7	-18	-8
O=C(NCC(c1ccco1)N1CCc2ccccc21)c1ccccc1Cl (configuration not stated)	5	-2	1	-1	0.95	25	-2	0	-9
O=C(O)c1cccc(S(=O)(=O)Nc2ccccc2Cl)c1	8	3	0.98	1	0.92	0	3	2	-6
COc1ccc(CCNC(=O)CCc2ccccc2O)cc1OC	-5	-4	1.1	1	1	7	-1	-6	-3
COc1ccc(/C(N)=N/OC(=O)CC2CCCCC2)cc1	-1	-3	0.88	4	1	9	-3	12	-4
Nc1c(Cl)cc(-c2[nH]c3cc(C(=O)NCCO)ccc3c(=O)c2O)cc1Cl	2	1	1	-20	0.98	2	0	0	-15
COc1cc(NC(=O)c2ccc3c(c2)OCCO3)ccc1NC(=O)c1ccco1	0	0	0.97	1	1	6	-1	3	-1
Cc1cccc(NC(=O)C2NC(=O)CC2c2ccccc2)c1C (configuration not stated)	-6	-1	1.1	0	1.1	7	-1	-9	4
CCn1nc(NS(=O)(=O)c2ccc(NC(C)=O)cc2)c2cc3cc(C)ccc3nc21	-9	-4	0.97	-13	1.1	13	2	3	3
CCOC(=O)N1CCC(NS(=O)(=O)c2ccc(C)cc2)CC1	-2	1	0.99	3	1	4	-3	1	-4

2 entries drawn at random from the list so far, as already listed:
SMILES	mIAP inh	MIN6 prolif	hIAP activ	SENP1 inh	mIAP activ	NLRP3 yeast inh	APOBEC3A inh	hIAP block	APOBEC3G inh
O=C(O)c1cccc(S(=O)(=O)Nc2ccccc2Cl)c1	8	3	0.98	1	0.92	0	3	2	-6
COc1ccc(CCNC(=O)CCc2ccccc2O)cc1OC	-5	-4	1.1	1	1	7	-1	-6	-3

16 compounds already listed, ordered by formula weight, ascending.
SMILES	mIAP inh	MIN6 prolif	hIAP activ	SENP1 inh	mIAP activ	NLRP3 yeast inh	APOBEC3A inh	hIAP block	APOBEC3G inh
Cc1nc(N)c(C#N)c(-c2ccccc2Cl)c1C	-1	-2	0.91	4	1	30	0	9	-4
COc1ccc(/C(N)=N/OC(=O)CC2CCCCC2)cc1	-1	-3	0.88	4	1	9	-3	12	-4
N#C/C(=C\c1cc(Br)ccc1F)C(=O)NC1CC1	-3	-6	1.2	3	1	15	-2	-25	-7
O=C(O)c1cccc(S(=O)(=O)Nc2ccccc2Cl)c1	8	3	0.98	1	0.92	0	3	2	-6
c1ccc(CSc2ccc3nnc(-c4ccccn4)n3n2)cc1	-2	1	1.1	-2	1	13	-2	-8	-4
CCOC(=O)N1CCC(NS(=O)(=O)c2ccc(C)cc2)CC1	-2	1	0.99	3	1	4	-3	1	-4
O=C(NCC(c1ccco1)N1CCc2ccccc21)c1ccccc1Cl (configuration not stated)	5	-2	1	-1	0.95	25	-2	0	-9
COc1ccc2cc(C(=O)C3CCCN(C(=O)c4csnn4)C3)ccc2c1 (configuration not stated)	-5	-2	0.98	-1	1	-5	-3	2	-2
COc1cc(NC(=O)c2ccc3c(c2)OCCO3)ccc1NC(=O)c1ccco1	0	0	0.97	1	1	6	-1	3	-1
Nc1c(Cl)cc(-c2[nH]c3cc(C(=O)NCCO)ccc3c(=O)c2O)cc1Cl	2	1	1	-20	0.98	2	0	0	-15
O=C(C1CCN(Cc2ccc(F)cc2)CC1)N1CCN(C/C=C/c2ccccc2)CC1	5	-3	0.88	2	0.95	25	-2	12	-5
CCn1nc(NS(=O)(=O)c2ccc(NC(C)=O)cc2)c2cc3cc(C)ccc3nc21	-9	-4	0.97	-13	1.1	13	2	3	3
CNC(=S)N(CCc1c(C)[nH]c2ccccc12)Cc1cc(OC)c(OC)c(OC)c1	-6	-2	0.94	3	1.1	9	0	6	-10
O=C(CN(CC1CCCO1)C(=O)CNS(=O)(=O)c1ccccc1)NCc1ccco1 (configuration not stated)	3	-3	1.1	3	0.97	22	1	-8	-6
Cc1ccc2c(c1)nnn2C1CCN(CC(=O)N2CCN(c3ccc(F)cc3)CC2)CC1	-10	-1	1.2	2	1.1	17	-7	-18	-8
COc1ccccc1CCNC(=O)C(=O)NCC1OCCN1S(=O)(=O)c1ccc(Cl)cc1 (configuration not stated)	4	-4	0.87	-1	0.96	1	-4	13	-10

The list continues.
SMILES	mIAP inh	MIN6 prolif	hIAP activ	SENP1 inh	mIAP activ	NLRP3 yeast inh	APOBEC3A inh	hIAP block	APOBEC3G inh
O=C(O)c1ccnc(C(=O)O)c1	5	1	0.93	2	0.95	3	1	7	-4
COc1ccc2cc(CCNC(=O)c3cccc([N+](=O)[O-])c3)c(=O)[nH]c2c1	12	-2	0.93	1	0.88	5	-3	7	-7
Cc1c(C(=O)NCc2ccoc2)oc2ccc3c(c12)C(=O)CC(C)(C)O3	7	-4	0.91	1	0.93	9	0	9	7
COc1ccccc1C(=O)N1CCN(Cc2ccc3c(c2)OCO3)CC1	4	-3	0.91	-1	0.96	4	1	9	2
Cc1ccc(OC(C)C(=O)N/N=C/c2ccccn2)cc1 (configuration not stated)	-4	2	1.1	0	1	-4	-5	-12	2
O=C(NNC(=S)Nc1ccc(F)cc1)c1ccccc1OC(F)F	10	-1	1.8	4	0.9	17	-3	-81	-6
CCOC(=O)Cn1nc(C)c(NC(=O)COc2ccc(OC)cc2)c1C	2	-3	0.98	3	0.97	-1	-2	2	-7
CC(=O)Nc1ccc(S(=O)(=O)NCC(=O)OCC(=O)N2CCc3ccccc32)cc1	-6	0	1.1	0	1.1	1	-2	-6	-8
Cc1cccc(OCc2nnc(SCCC(=O)O)n2-c2ccccc2)c1	8	1	1.2	1	0.92	25	-5	-18	-8

Screening results deposited in PubChem BioAssay by Sanford-Burnham Center for Chemical Genomics.
